Screening results from PubChem.
HT1080-NT tox: kills 2HG-producing HT-1080-NT fibrosarcoma cells | Potency, µM (series often up to 46.1 µM), without a hit: at the top dose activity, negative = less viability, most hits filed as cytotoxic | HT-1080-NT fibrosarcoma viability, CellTiter-Glo ATP luminescence, 48 h | actives 1.6% (n = 360,000);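 also: NT is the 2HG producing partner of a matched IDH1 knockdown line; potency is read from the fitted curve at half-maximal effect; 0% = DMSO-treated cells and -100% = media-only wells without cells; nearly all actives have a fitted effect of over 55% in size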
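Compounds were tested in concentration-response format on HT-1080-NT cells for 48 hours at 37 degrees C. Cell viability came from CellTiter-Glo luminescence; curves were classified by r2, response magnitude and activity.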
ATXN2 expr inh: ATXN2 expression inhibition | HEK-293 ATXN2-luciferase reporter, luminescence, 24 h | actives 0.72% (n = 360,000) | Potency, µM (top dose mostly 57 µM), inactives show top-dose activity change, negative = inhibition, most hits filed as inhibitors; also: potency is read from the fitted curve at half-maximal effect; % is scaled to controls: 0 for no effect and ±100 for the full control effect; nearly all actives have a fitted effect of over 55% in size
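qHTS (up to 57 uM final) was run with 24 h compound exposure of reporter cells at 37 °C. Each well was multiplexed: SteadyGlo luminescence measured ATXN2-luciferase expression after a fluorogenic Gly-Phe-AFC viability readout (25 uM final).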
HT1080 IDH1KD tx: kills HT-1080 cells with IDH1 knockdown. Potency, µM (highest dose often 46.1 µM), for the others: at the top dose activity, negative = toxicity, hits mostly cytotoxic. actives 2% (n = 360,000). HT-1080 IDH1 knockdown viability, ATP luminescence, 48 h;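 also: potency is read from the fitted curve at half-maximal effect; 0% = DMSO wells and -100% = cell-free medium wells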
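Luminescent ATP read-out (CellTiter-Glo, 10 min at room temperature) after 48 h compound exposure at 37 °C gave viability of IDH1-knockdown HT-1080 cells. Activity was normalised to DMSO and cell-free wells, then fitted as concentration-response curves.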
IL-1B inflam inh: inhibitors of inflammasome signaling (IL-1 beta secretion); THP-1 LPS/ATP IL-1B secretion, AlphaLISA, 16 h; hits give low values; activity change, % at 57.5 µM; actives 4.7% (n = 360,000); AID 743279; in the data active = activity change below about -50%; inconclusive = mostly about -30% to -49%; also: % is scaled to controls: 0 for no effect and ±100 for the full control effect
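THP-1 cells pretreated 1 hr with compounds (up to 57.5 uM final), then stimulated with LPS (250 ng/mL final) plus ATP (1.25 mM final); secreted IL-1B measured by AlphaLISA after 16 hr, decreased signal indicating inhibition.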
KB-3-1 tox: KB-3-1 parental cell cytotoxicity; KB-3-1 viability, CellTiter-Glo ATP luminescence, 72 h; actives 1.4% (n = 400,000); Potency, µM (series often up to 46.1 µM), for inactives: at the top dose activity change, negative = cytotoxic, usual class: cytotoxic; also: potency is read from the fitted curve at half-maximal effect; % is scaled to controls: 0 for no effect and ±100 for the full control effect; nearly all actives have a fitted effect of over 60% in size
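Luminescent ATP read-out (CellTiter-Glo) measures survival of drug-naive KB-3-1 cells after 72 h compound exposure at 37 °C. Titration series was screened from lowest to highest concentration, with DMSO vehicle plates as background controls.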
KB-V1 cytotox: KB-V1 MDR subline cytotoxicity. KB-V1 MDR cells viability, CellTiter-Glo, 72 h. actives 3.4% (n = 400,000). Potency, µM (titrated, usually from 46.1 µM), for inactives: top-dose activity change, negative = cytotoxicity, most hits filed as cytotoxic; also: potency is read from the fitted curve at half-maximal effect; % is scaled to controls: 0 for no effect and ±100 for the full control effect; nearly all actives have a fitted effect of over 60% in size
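In this primary screen, KB-V1 cells overexpressing P-gp are incubated with library compounds (lowest to highest concentration) for 72 h at 37 degrees C before a luminescent ATP viability read.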
MCF10A rereplic: induces DNA re-replication in MCF 10a normal breast cells | actives 2.9% (n = 350,000) | Potency, µM (top dose mostly 46.1 µM), for inactives: at the highest dose activity, positive = re-replication, actives largely listed as activators | MCF 10A DNA re-replication, Hoechst nuclear intensity, 48 h; also: potency is read from the fitted curve at half-maximal effect; % of control where 0% means no effect; nearly all actives have a fitted effect of over 50% in size
SW480 rereplic: induces DNA re-replication in SW480 colon adenocarcinoma cells; SW480 DNA re-replication, Hoechst DNA content imaging, 48 h; Potency, µM (top dose mostly 46.1 µM), for inactives: at the top dose re-replication activation, most hits filed as activators; actives 1.8% (n = 340,000); AID 624297; also: potency is read from the fitted curve at half-maximal effect; % of control where 0% means no effect; nearly all actives have a fitted effect of over 55% in size
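250 cells/well; 23 nL cpd via pin tool; 48 hr, 37 C, 5% CO2; Hoechst 40 min; imager read of total nuclear intensity, ex 405/em 500-530 nm.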
ATXN viability: cell viability loss in ATXN counter-screen. S2 cells (HEK-293 line with an ATXN2-luciferase reporter) viability, CellTiter-Fluor protease fluorescence, 24 h. Potency, µM (series often up to 56.7 µM), most hits filed as cytotoxic. actives 0.49% (n = 400,000). AID 651635; also: potency is read from the fitted curve at half-maximal effect; nearly all actives have a fitted effect of over 40% in size
Starred values were filed as active, the others as inactive; i = inactive; ? = inconclusive; · = no result given; & = joins results of further samples; [ ] = dose if it differs, or a comment. Unless noted, calls follow the shape of the dose curve; as a rule, active = well fitted curve in the direction sought with a large enough effect; inconclusive = small, poorly fitted or top-dose-only effect, or another doubt; inactive = no such curve, though single readings can be large; an effect the other way counts as inactive or inconclusive.

Results follow in this order: HT1080-NT tox | ATXN2 expr inh | HT1080 IDH1KD tx | IL-1B inflam inh | KB-3-1 tox | KB-V1 cytotox | MCF10A rereplic | SW480 rereplic | ATXN viability
- CC1CN(Cc2cc(=O)n3ccsc3n2)CC(C)O1 (stereo not given)
  16% | 6% | 14% | 26 | 2% | 10% | -20% | -3%[9.22 µM] | i
- O=C(CCCC(=O)OCC1CCCO1)OCC1CCCO1 (stereo not given)
  4% | -2% | -6% | 6 | -1% | ? | ? | -1% | i
- CN1OC(c2ccccc2)=C(CO)C1c1ccccc1 (stereo not given)
  0% | -6% | -28% | -11 | ? | ? | ? | ? | i
- CCCCCCn1nc(C(=O)N(CC(C)C)c2c(N)n(CCCC)c(=O)[nH]c2=O)c2ccccc2c1=O
  6% | -9% | 6% | i | 0% | -8% | -19% | 2% | i
- C=CCSc1nnc(CCc2ccccc2)n1N
  6% | 3% | 3% | 0 | -4% | 1% | -1% | 2% | i
- CCOc1ccc2sc(NS(=O)(=O)c3ccc(N)cc3)nc2c1
  2% | 6% | 20% | 9 | 10% | 9% | -3% | 5% | i
- Cc1ccc(C)c(CNC(=O)C2CCCCN2S(=O)(=O)c2ccc(F)cc2)c1 (stereo not given)
  · | -23% | · | · | 1% | -12% | · | · | i
- COc1ccc(Nc2cc(C(=O)NCCCN(C)C3CCCCC3)c3ccccc3n2)cc1
  · | ? | · | · | -24% | 5% | · | · | ?
- CCN(CC)c1ccc(NC(=O)Cn2c(C)c3cnn(-c4ccccc4)c(=O)c3c2C)c(C)c1
  · | -1% | · | · | -15% | 4% | · | · | i
- O=C(Oc1ccccc1N1CCOCC1)c1sccc1Br
  12% | 13% | -1% | 8 | 20% | ? | -3% | -4%[9.22 µM] | i
- CCNC(=S)Nc1nc2c(cc1C(=O)OCC)CCCC2
  14% | 11% | 8% | 9 | -26% | -13% | -2% | 2% | i
- COc1ccc(C(=O)C2CCCN(C(=O)CCc3scnc3C)C2)c(C)c1 (stereo not given)
  -18% | -8% | -14% | 4 | -13% | -15% | 18% | 6% | ?
- O=C(CC1NCCNC1=O)Nc1ccccc1 (stereo not given)
  0% | -18% | 0% | 11 | -7% | -3% | 0% | -1% | i
- COCCn1c(SCC(=O)Nc2nc(C)cs2)nnc1C(C)C
  -6% | -24% | 30% | -16 | 1% | -3% | 0% | -1% | ?
- Clc1ccc(-c2cc(COc3ccc4ccccc4c3)no2)cc1
  0% | 2% | -21% | 15 | -4% | 4% | 4% | -173%[inhibitor] | i
- Cc1ccc(C(=O)NNC(=O)c2nn(-c3ccc(F)cc3)ccc2=O)cc1
  29% | 16% | -6% | 2 | 0% | -23% | -1% | 0% | i
- COc1ccc(S(=O)(=O)Nc2c(C)n(C)n(-c3ccccc3)c2=O)cc1Br
  5% | -1% | 2% | -7 | ? | -1%&0% | -4% | -18% | ?
- Cn1ncc(C#N)c1/N=C/N1CCOCC1
  -6% | -4% | -6% | 6 | 0% | 19% | 13% | -4% | i
- CC(C)c1ccc(N2C(=NC(=O)C3CC3)SC3CS(=O)(=O)CC32)cc1 (stereo not given)
  -4% | -11% | 3% | 31 | 1% | -12% | -3% | 0% | i
- O=C(NCc1ccccc1Cl)C1CCC(CNc2nc(=S)[nH]c3ccccc23)CC1 (stereo not given)
  0% | ? | 1% | 3 | -27% | -17% | 11% | -9% | ?
- COc1ccccc1C(C)N(C)Cc1nc(COc2ccccc2)no1 (stereo not given)
  1% | -3% | 17% | 1 | ? | -16% | 3% | 9% | i
- O=C(O)CCN1/C(=C/C=Nc2ccccc2)Oc2ccccc21
  13% | 1% | 18% | 2 | -8% | -2% | -2% | -1% | i
- O=c1oc(=S)oc2c1[C@H](c1ccc(Cl)cc1)O[C@H](C1CCCC1)C2
  -20% | -7% | -26% | 28 | -8% | 26% | · | · | i
- Cc1ccc([N+](=O)[O-])cc1NC(=O)Nc1cccc(F)c1
  -5% | · | -12% | -18 | 0% | ? | ? | ? | ?
- Cc1ccc(NC(=S)N(CCN2CCCCC2)Cc2ccco2)cc1
  15% | -34% | 11% | ? | 0% | -11% | 17% | 0% | i
- CCCCCCC(=O)Nc1cc2nc3c(nc2cc1C)c(=O)n(C)c(=O)n3C
  · | 7% | · | · | -7% | -1% | · | · | i
- O=C1Nc2cc(Br)ccc2C1(O)c1ccccc1O (stereo not given)
  -6% | 15% | -4% | 22 | -5% | 2% | -1% | -1% | i
- CC1CC(=O)N(CC(=O)Nc2ccc(OC(F)(F)F)cc2)c2ccccc2S1 (stereo not given)
  · | -11% | · | · | -6% | ? | · | · | i
- CCOC(=O)c1cc(S(=O)(=O)N(C)Cc2ccccc2)cn1C
  10% | 5% | 1% | 20 | 1% | -20% | 0% | -12% | i
- CN1CCN(C(c2ccc(Br)cc2)c2cc(Cl)c3cccnc3c2O)CC1 (stereo not given)
  ? | ? | ? | -106* | ? | -14% | ? | ? | ?
- CN(CC(=O)NCc1cccs1)CC(=O)Nc1ccccc1Cl
  6% | · | 3% | 1 | 0% | -21% | · | · | i
- Cc1nn(-c2ccccc2)c(C)c1/C=N/n1c(-c2ccncc2)n[nH]c1=S
  -8% | · | -18% | 0 | 6% | -23% | 1% | 21% | i
- Cc1ccc(Cn2c(C)c(CNC3CCCCC3)c(C(=O)O)c2C)cc1
  · | 0% | · | · | 6% | ? | · | · | i
- Cc1nnsc1C(=O)N1CCN(c2ccc(C#N)cn2)CC1
  15% | -4% | 19% | 3 | 2% | 10% | 1% | -70% | i
- O=C(N/N=C/c1cc2c(cc1Br)OCO2)c1c[nH]c2ccccc12
  -14% | · | -10% | ? | 5% | -4% | ? | 16% | ?
- Cc1ccc(-c2cc(C(=O)N/N=C/C(Br)=C/c3ccccc3)n[nH]2)o1
  21µM* | -39% | 21µM* | ? | -8% | ? | 13µM* | 15µM* | ?
- COc1cc(C(=O)N2CCN(c3ccccc3)CC2)c2ccccc2n1
  ? | -11% | 0.52µM* | 78 | 0.58µM* | ? | ? | 10µM* | i
- COC(=O)CC1C(=O)NCCN1C(=O)CSc1nc2cc(Cl)ccc2o1 (stereo not given)
  -6% | -5% | 14% | 9 | 14% | 5% | 6%[9.22 µM] | 22% | i
- O=[N+]([O-])c1ccc(CN2CC(N3CCC(c4ccccc4)CC3)CS2(=O)=O)cc1 (stereo not given)
  3% | -5% | -9% | -10 | -1% | -9% | · | · | i
- Cc1cc(=O)[nH]c(SCc2cn3ccccc3n2)n1
  14% | 23% | 19% | 13 | 14% | 8% | 7% | 1% | i

A draw from above in order of number of heavy atoms, high to low:
Results follow in this order: HT1080-NT tox | ATXN2 expr inh | HT1080 IDH1KD tx | IL-1B inflam inh | KB-3-1 tox | KB-V1 cytotox | MCF10A rereplic | SW480 rereplic | ATXN viability
- O=[N+]([O-])c1ccc(CN2CC(N3CCC(c4ccccc4)CC3)CS2(=O)=O)cc1 (stereo not given)
  3% | -5% | -9% | -10 | -1% | -9% | · | · | i
- CN1CCN(C(c2ccc(Br)cc2)c2cc(Cl)c3cccnc3c2O)CC1 (stereo not given)
  ? | ? | ? | -106* | ? | -14% | ? | ? | ?
- COc1cc(C(=O)N2CCN(c3ccccc3)CC2)c2ccccc2n1
  ? | -11% | 0.52µM* | 78 | 0.58µM* | ? | ? | 10µM* | i
- Cc1ccc(-c2cc(C(=O)N/N=C/C(Br)=C/c3ccccc3)n[nH]2)o1
  21µM* | -39% | 21µM* | ? | -8% | ? | 13µM* | 15µM* | ?
- O=C(N/N=C/c1cc2c(cc1Br)OCO2)c1c[nH]c2ccccc12
  -14% | · | -10% | ? | 5% | -4% | ? | 16% | ?
- CCOC(=O)c1cc(S(=O)(=O)N(C)Cc2ccccc2)cn1C
  10% | 5% | 1% | 20 | 1% | -20% | 0% | -12% | i
- Cc1nnsc1C(=O)N1CCN(c2ccc(C#N)cn2)CC1
  15% | -4% | 19% | 3 | 2% | 10% | 1% | -70% | i
- Cc1cc(=O)[nH]c(SCc2cn3ccccc3n2)n1
  14% | 23% | 19% | 13 | 14% | 8% | 7% | 1% | i

The results go on.
Results follow in this order: HT1080-NT tox | ATXN2 expr inh | HT1080 IDH1KD tx | IL-1B inflam inh | KB-3-1 tox | KB-V1 cytotox | MCF10A rereplic | SW480 rereplic | ATXN viability
- C/C=C(/C)C(=O)O[C@@H]1[C@H](OC(=O)C=C(C)C)c2c(ccc3ccc(=O)oc23)OC1(C)C
  1% | -3% | 1% | 24 | -14% | ? | ? | -6% | i
- CN(C)C1(CNC(=O)c2cccc(S(=O)(=O)Nc3ccc(Br)cc3)c2)CCCCC1
  -18% | -7% | -2% | -8 | 0% | 1% | 0% | -9% | i
- Cc1nnn(-c2nonc2N)c1C(=O)N/N=C/c1cccc2ccccc12
  18% | ? | 8% | -5 | 8% | -1% | 1% | ? | i
- COc1ccc(C)cc1S(=O)(=O)N(C)CC(=O)N1CCCC1
  7% | 8% | 15% | -15 | 18% | -13% | 2% | 2.3µM* | i
- Cc1ccc(S(=O)(=O)Nc2cccnc2)cc1
  0% | 5% | -1% | 22 | -2% | -4% | 5% | 0% | i
- Cc1cccc(-n2c(SCC(=O)Nc3ncc(Cl)cc3Cl)nc3ccccc32)c1
  ? | -18% | ? | ? | 2.9µM* | ? | 15% | ? | i
- Cc1ccsc1/C=N\NC(=O)CC(=O)NCc1ccccc1
  -2% | -16% | 22% | 4 | 5% | -11% | 6% | 1% | i
- COc1ccccc1NC(=O)CSc1nnc(-c2nonc2NC(C)=O)n1-c1ccccc1
  · | 1% | · | · | -1% | 9% | · | · | i
- COc1ccc(OC)c(CN2CCN(C(=O)c3cc4ccccc4cc3O)CC2)c1
  1% | -1% | -1% | -25 | 19% | ? | 8% | 3% | i
- COc1ccccc1-c1nc(SCC(=O)Nc2cc(C)on2)c2c(=O)n(C)c(=O)n(C)c2n1
  -5% | -8% | -2% | 0 | 18% | -4% | 3% | -11% | i
- CC1CN(C(=O)c2cc([N+](=O)[O-])cc([N+](=O)[O-])c2)CC(C)O1 (stereo not given)
  13% | 5%[11.3 µM] | -1% | 30 | -5% | -1% | -4% | -12% | ?
